Source: PubChem
LYPLA1 inh = blocks human lysophospholipase 1, a PME1 counter-screen; O75608; recombinant LYPLA1, FP-Rh probe fluorescence polarization; inhibition, % at 5.9 µM; 320,000 tested, 0.16% active; AID 2174;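 active means inhibition above the mean of all tested compounds plus 3 SD, set per campaign, cut at about 14% in these data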;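 further: inhibitors block serine hydrolase probe labeling of LYPLA1 so polarization falls; 0% = enzyme with DMSO and 100% = wells lacking LYPLA1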
Target sequence (O75608 whole entry, looked up): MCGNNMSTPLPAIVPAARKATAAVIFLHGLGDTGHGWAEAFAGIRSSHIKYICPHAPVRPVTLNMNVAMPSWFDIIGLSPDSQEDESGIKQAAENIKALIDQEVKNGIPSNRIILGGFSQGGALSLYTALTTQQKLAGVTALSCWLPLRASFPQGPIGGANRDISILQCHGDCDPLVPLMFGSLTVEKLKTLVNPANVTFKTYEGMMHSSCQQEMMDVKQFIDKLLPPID
GSTO1 inh = GSTO1 inhibition, counter-screen for RBBP9 inhibitors; P78417; recombinant GSTO1, activity-based probe fluorescence polarization; inhibition, % at 5.96 µM; 300,000 tested, 1.1% active;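 active means inhibition above the campaign mean inhibition plus 3 SD, cut at about 35% in these data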;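 further: 0% = GSTO1-1 with DMSO and 100% = wells lacking GSTO1-1 enzyme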
PAD4 FP inh = inhibitors of human PAD4; recombinant PAD4, RCA probe fluorescence polarization; Q9UM07; 330,000 tested, 0.41% active; inhibition, % at 6.36 µM;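 active means percent inhibition above a cutoff equal to the mean of all tested compounds plus 3 SD, cut at about 15% in these data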;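 further: 0% = PAD4 with RCA probe and DMSO and 100% = probe without PAD4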
pPAFAH FP inh = inhibitors of human plasma PAF acetylhydrolase (pPAFAH); Q13093; inhibition, % at 3.39 µM; recombinant pPAFAH, FP-rhodamine probe fluorescence polarization; 330,000 tested, 1.5% active;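 active means inhibition above the mean inhibition across the screen plus 3 SD, cut at about 25% in these data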;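 further: inhibitors block binding of the rhodamine activity-based probe so polarization drops; 0% = enzyme with DMSO and 100% = wells lacking pPAFAH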
PAFAH1B2 FP inh = inhibitors of human PAFAH1B2. inhibition, % at 3.39 µM. recombinant PAFAH1B2, FP-rhodamine activity probe, fluorescence polarization. 340,000 tested, 1.2% active. P68402;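 active means inhibition above the mean of all tested compounds plus 3 SD, cut at about 24% in these data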;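 further: 0% = enzyme with DMSO and 100% = wells lacking PAFAH1B2; many of its hits are not listed in these tables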
Target sequence (P68402 whole entry, looked up): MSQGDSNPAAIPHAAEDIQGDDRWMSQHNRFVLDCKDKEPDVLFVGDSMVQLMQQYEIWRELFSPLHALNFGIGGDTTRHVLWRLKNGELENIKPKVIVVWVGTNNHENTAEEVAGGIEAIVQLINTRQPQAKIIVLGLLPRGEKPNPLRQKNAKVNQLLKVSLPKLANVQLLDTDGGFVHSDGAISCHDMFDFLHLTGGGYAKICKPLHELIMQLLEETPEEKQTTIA
PAFAH2 FP inh = PAFAH2 (human) inhibition. recombinant PAFAH2, FP-rhodamine activity probe, fluorescence polarization. inhibition, % at 3.39 µM. 340,000 tested, 0.99% active. AID 492956;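 active means inhibition above the mean over all tested compounds plus 3 SD, cut at about 30% in these data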;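 further: inhibitors block probe labeling of enzyme so polarization drops; 0% = enzyme with DMSO and 100% = wells lacking PAFAH2 protein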
Fam108B inh = Fam108B inhibition, counter-screen for RBBP9 inhibitors; recombinant Fam108B, FP-Rh probe fluorescence polarization; AID 1947; 300,000 tested, 0.33% active; inhibition, % at 9.51 µM;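 active means inhibition above the screen mean inhibition plus 3 SD, computed separately per campaign, cut at about 18% in these data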;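 further: inhibitors lower polarization as less probe binds the enzyme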
PME-1 primary = blocks human protein phosphatase methylesterase 1; Q9Y570; recombinant PME-1, FP-Rh probe fluorescence polarization; inhibition, % at 5.9 µM; 320,000 tested, 0.53% active;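 active means inhibition above the campaign mean of all compounds plus 3 SD, cut at about 26% in these data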;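 further: competitive labeling of PME-1 active site by serine hydrolase directed probe; 0% = PME-1 with DMSO and 100% = wells lacking PME-1 enzyme; inhibitors block probe labeling so polarization falls and inhibition rises; many of its hits are not listed in these tables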
Target sequence (Q9Y570 whole entry, looked up): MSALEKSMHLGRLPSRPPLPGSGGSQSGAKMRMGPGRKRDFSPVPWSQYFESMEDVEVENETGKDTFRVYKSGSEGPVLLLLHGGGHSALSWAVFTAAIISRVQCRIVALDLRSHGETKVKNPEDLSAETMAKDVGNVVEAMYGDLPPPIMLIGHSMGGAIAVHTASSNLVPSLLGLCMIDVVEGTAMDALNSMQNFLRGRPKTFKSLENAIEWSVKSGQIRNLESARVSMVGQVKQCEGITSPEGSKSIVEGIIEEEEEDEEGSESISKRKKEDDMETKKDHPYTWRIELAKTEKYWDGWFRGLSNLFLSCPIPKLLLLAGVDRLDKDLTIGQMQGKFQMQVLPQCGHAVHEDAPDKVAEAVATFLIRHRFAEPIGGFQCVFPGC
PAFAH1B3 FP inh = blocks human PAF acetylhydrolase 1B catalytic subunit 3 | recombinant PAFAH1B3, FP-rhodamine probe, fluorescence polarization | inhibition, % at 3.39 µM | 340,000 tested, 0.28% active | AID 492972;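 active means inhibition above the screen-wide average of all tested compounds plus 3 SD, cut at about 25% in these data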;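 further: 0% = enzyme with DMSO only and 100% = wells lacking PAFAH1B3 protein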
Target sequence (Q15102 whole entry, looked up): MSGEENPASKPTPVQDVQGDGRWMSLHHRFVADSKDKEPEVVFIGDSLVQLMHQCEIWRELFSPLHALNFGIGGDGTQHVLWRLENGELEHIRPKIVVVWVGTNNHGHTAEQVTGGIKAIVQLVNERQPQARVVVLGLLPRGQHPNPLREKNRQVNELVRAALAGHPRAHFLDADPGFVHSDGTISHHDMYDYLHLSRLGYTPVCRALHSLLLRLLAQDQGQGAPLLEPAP
* marks the source's active call; other numbers are inactive results; . = not tested or not shown. This is a subset; the hit share may differ from the screen's.

SMILES	LYPLA1 inh	GSTO1 inh	PAD4 FP inh	pPAFAH FP inh	PAFAH1B2 FP inh	PAFAH2 FP inh	Fam108B inh	PME-1 primary	PAFAH1B3 FP inh
c1ccc(CNc2nc(N3CCOCC3)nc(N3CCOCC3)n2)cc1	0	-6	-2	2	5	5	4	-3	12
COC(=O)c1ccccc1-n1cccc1C(=O)NP(=O)(N1CCOCC1)N1CCOCC1	2	4	-1	7	-3	-3	-5	-2	5
Cc1ccc(NC2=NC3(CCCC3)N=C(N)N2)c(C)c1	4	1	-3	0	3	0	3	0	4
Cc1ccc(N(CC(=O)N2CCn3c2nc2ccccc23)S(=O)(=O)c2c(C)n[nH]c2C)cc1	2	0	-1	3	-2	2	-1	1	11
CCOC(=O)c1c(C)[nH]c(C)c1S(=O)(=O)N1CCC(c2ccccc2)C1 (centres undefined)	7	-4	8	5	8	2	0	5	-1
CCOC(=O)CCCNC(=O)CCNC(=O)c1ccc(OCCC(C)C)cc1	0	5	3	19	.	.	1	0	.
COc1ccccc1C(=O)Nc1ccnn1C1CCN(CC2CC=CCC2)CC1 (centres undefined)	2	-2	-1	-3	7	-2	1	-2	3
Cc1ccc(C)c(/C(O)=C2\C(=O)C(=O)N(CCCn3ccnc3)C2c2ccncc2)c1 (centres undefined)	-2	11	3	-2	-3	4	4	-7	7
Clc1cccc(Cl)c1CSc1nnc(-c2sccc2-n2cccc2)o1	-7	-1	4	4	-2	0	-9	-8	-1
CN(C)S(=O)(=O)c1ccc(NC(=O)c2cc(-c3cccs3)nc3ccccc23)cc1	-29	-3	-5	-6	-4	-15	-14	-6	-3
COc1cc(S(=O)(=O)N2CCN(C(=O)C3CC3)CC2)ccc1NC(C)=O	.	.	-1	-9	3	2	.	.	6
NC(=O)[C@@H]1CCCN1Cc1nc(-c2ccccc2)no1	5	-5	1	9	0	-1	-5	2	1
CC(C)N(Cc1nccn1C)C(=O)c1cc(COc2ccc3ncccc3c2)on1	2	8	1	2	2	-7	-4	-3	9
COc1cc(C(=O)OCC(=O)Nc2c(F)cccc2F)cc(OC)c1C	-3	-6	-7	1	1	12	1	-7	14
O=C(Nc1ccc2nc3n(c(=O)c2c1)CCCC3)c1cccc([N+](=O)[O-])c1	0	2	-4	3	1	2	9	1	-5
COc1ccc(-c2nc(CS(=O)(=O)CC(=O)NCc3cccc(Br)c3)c(C)o2)cc1	-4	3	-3	8	5	-1	-3	-7	3
Cc1nc(-c2ccc(S(=O)(=O)NCc3ccccn3)s2)cs1	-1	-2	-4	10	10	2	2	-3	-1
Cc1ccc(C(=O)CSc2nnc(COc3ccccc3)o2)cc1	1	37*	-1	2	-4	8	7	1	-5
O=C(CCc1nc2ccccc2s1)OCC(=O)c1ccc[nH]1	-1	-5	-4	12	2	0	0	8	11
CCO[C@@H]1OC(C(=O)Nc2ccccc2)=C[C@H](C)[C@H]1CCCO	2	6	1	5	-5	1	-2	0	-1
COc1ccc(CCNC(=O)CC2SC(N)=NC2=O)cc1OC (centres undefined)	-4	5	-1	2	-5	8	2	-2	6
NC(=O)C1(C(N)=O)OC1c1ccc(Cl)c(Cl)c1 (centres undefined)	0	66*	-2	-1	2	-5	1	-4	10
CC(NC(=O)C(=O)N1CCCCC1)C(c1cccs1)N1CCN(c2ccccc2)CC1 (centres undefined)	5	0	4	6	7	11	10	5	-3
O=C(NC(=S)Nc1ccc(N2CCOCC2)cc1)c1ccccc1	-2	5	-4	5	4	0	2	5	-1
Cc1[nH]nc(NNC(=O)c2ccccc2)c1[N+](=O)[O-]	1	11	0	-1	.	.	-2	-2	.
Continued:
SMILES	LYPLA1 inh	GSTO1 inh	PAD4 FP inh	pPAFAH FP inh	PAFAH1B2 FP inh	PAFAH2 FP inh	Fam108B inh	PME-1 primary	PAFAH1B3 FP inh
O=C(N=c1ccn(-c2nc3ccccc3nc2NS(=O)(=O)c2ccc(Cl)cc2)cc1)c1cccs1	-6	-4	4	-2	-9	-20	-4	0	-5
Cc1ccccc1-c1nc(S(=O)(=O)c2ccc(Br)cc2)c(NCc2cccnc2)o1	0	-8	-4	3	5	5	-3	6	1
COc1ccc(C2=NOC(C(=O)Nc3cc(C)nn3-c3ccccc3)C2)cc1OC (centres undefined)	4	-2	-1	-1	2	5	6	-5	2
Cc1ccc(S(=O)(=O)N2CCN(c3nc(CN4CCCC4)nc4sc(C)c(C)c34)CC2)cc1	-4	.	0	3	0	-3	.	5	3
Cc1cccc(C)c1NC(=O)C1(NC(=O)c2cnccn2)CCCCC1	1	-1	1	-2	3	2	2	2	6
CN(Cc1ccccc1)C(=O)c1cn(C)c2ccc(S(=O)(=O)N3CCCC3)cc2c1=O	2	11	-1	5	4	-3	4	-13	8
O=C(O)CN1CCN(Cc2ccc(Cl)cc2)C1=O	-3	-2	0	3	4	6	-5	-4	6
N#Cc1c(NC(=O)CSc2n[nH]c(Cc3ccccc3)n2)oc(-c2ccccc2)c1-c1ccccc1	-17	-35	-4	-6	6	-20	-18	-29	-12
COc1ccc(-c2ccc(SCC(=O)NCc3ccco3)nn2)cc1	0	-4	3	0	6	2	1	0	0
CC1=CC(C)(C)N(C(=O)CSc2nnc(-c3ccccc3)o2)c2ccc(C)cc21	-1	7	-2	0	1	-3	3	-5	-1
CCN1C[C@@H]2[C@@H]3C(=O)N(Cc4ccccc4)C(=O)[C@@H]3[C@](C)(C(=O)OC)N2C1=NC	.	.	-1	-3	5	-3	.	.	4
CC(Oc1ccc(Cl)cc1Cl)C(=O)NCCCCc1ccccc1 (centres undefined)	-4	7	-4	2	8	-2	-1	5	0
CCCc1cc(=O)[nH]c2nnc(SCC(=O)Nc3ccc4c(c3)OCCO4)n12	0	-5	0	1	6	-2	1	4	5
CCC(CO)Oc1cc(NCc2ccncc2)c2ncn(C(C)C)c2c1 (centres undefined)	.	.	-5	5	-4	-5	.	.	-1
CCOC(=O)Cc1csc(NC(=O)CCSc2ccccc2)n1	-4	0	8	6	9	-1	-2	-13	-2
O=C(NCc1ccco1)c1cc(-c2cccc(Cl)c2)on1	-5	-4	0	-2	6	-12	-4	-4	-1
COc1cccc2c(=O)c3ccccc3oc12	1	-10	-3	2	6	6	-3	4	8
O=C(C(NS(=O)(=O)c1cccc2nsnc12)c1ccccc1)N1CCN(c2ccccc2)CC1 (centres undefined)	1	-3	0	3	7	8	0	-5	3
Cc1ccc2nc(C)c3c(c2c1)N(c1ccccc1)CC3	2	4	-5	2	.	.	-1	-8	.
COc1ccc(CNC(=O)CN2C(=O)NC3(CCCCCC3)C2=O)cc1OC	-4	9	-3	-11	-3	0	0	-10	5
O=C(Cn1nc(C(F)(F)F)c2c1CCCC2)Nc1ccc2c(c1)OCO2	1	-1	-3	8	4	-2	0	-1	1
COc1cccc(/C=N/Nc2ncnc(N)c2[N+](=O)[O-])c1OC	-1	4	-5	0	2	5	-1	-9	1
COCc1c(C(=O)OCc2nc(N)nc(Nc3ccccc3C)n2)oc2ccccc12	-3	-4	6	-3	2	3	-2	-7	-6
COc1cccc(-c2nn3c(-c4cccc(C)c4)nnc3s2)c1	-12	-3	0	-1	4	1	-10	-7	5
C(=N\N1CCOCC1)/c1cn(-c2ccccc2)nc1-c1ccccc1	0	0	-4	4	4	-4	3	-3	-2
More entries
SMILES	LYPLA1 inh	GSTO1 inh	PAD4 FP inh	pPAFAH FP inh	PAFAH1B2 FP inh	PAFAH2 FP inh	Fam108B inh	PME-1 primary	PAFAH1B3 FP inh
CN1C(=O)C(CC(=O)Nc2ccccc2F)N(NC(=O)c2ccc(Br)cc2)C1=S (centres undefined)	-1	-7	-7	11	13	-8	6	4	2
CSc1nnc(CSc2cc(C)nc(N(C)C)n2)o1	3	2	-3	-1	0	0	1	-3	4
COc1ccc(-c2csc(Nc3cc(C)ccn3)n2)cc1C	-1	1	-1	7	4	4	7	12	8
CSc1ccccc1C(=O)NC1CCCCC1	1	2	0	-4	-1	0	5	3	-7
COC(=O)CCCCC1SCC(NC(=O)c2ccccc2)C1OC(C)=O (centres undefined)	4	-2	-1	-1	-4	-4	2	1	4
CC1=C(C(N)=O)C(c2ccc3c(c2)OCO3)n2nc(-c3cccc(C)c3)nc2N1 (centres undefined)	1	3	1	1	2	5	-6	-2	2
COCCNc1nc(SCC(=O)N2CCN(c3ccccc3OC)CC2)nc2ccccc12	0	5	2	7	6	-2	4	4	2
CC1CCC(C(C)C)C(OC(=O)C[n+]2cc(-c3ccc(Cl)cc3)n3c2CCC3)C1 (centres undefined)	0	2	3	4	1	-5	1	-1	-7
Cc1ccc(N2C(=O)N(CC(=O)Nc3cccc([N+](=O)[O-])c3C)C(=O)C2C)cc1 (centres undefined)	-3	-1	-3	1	6	-5	2	-1	11
Cc1ccc2[nH]c3c(NCCCN4CCCC4=O)ncnc3c2c1	4	-3	-5	4	3	9	3	1	10
S=c1[nH]nc(-c2ccco2)n1-c1ccc(Cl)cc1	-1	4	2	2	12	0	-1	-2	4
Cc1ccc(C)n1-c1cccc(N)c1	-6	7	-3	4	.	.	10	2	.
CSCCC(NC(=O)c1cc(S(=O)(=O)N2CCOCC2)ccc1F)c1nc2ccccc2[nH]1 (centres undefined)	-1	.	2	-3	1	1	.	1	-7
O=C(/C=C/c1ccccc1)N/C(=C\c1ccco1)C(=O)O	-1	9	-3	3	4	4	-1	2	-1
O=C1N(Cc2ccccc2F)c2ccccc2C12OCCCO2	-2	-2	1	3	3	3	2	-1	-1
Cc1ccc([C@@H]2[C@@H]3C(=O)N(C)C(=O)[C@@H]3[C@]3(C)C(=O)N(Cc4ccccc4)CC(=O)N23)o1	-1	1	0	0	-1	-9	1	-4	12
NS(=O)(=O)c1ccc(NC(=O)C2COc3ccccc3O2)cc1 (centres undefined)	-2	2	-1	7	.	.	0	-5	.
COc1ccc(C(=O)COC(=O)c2cc(=O)c3ccccc3o2)cc1	.	.	4	-1	5	-5	.	.	2
CC1CCC(NCc2ccco2)CC1 (centres undefined)	-3	1	3	2	0	-2	-4	-5	0
CC(=O)N=c1sc(C(C)(C)C)c(C)n1C	0	0	0	3	3	1	-2	-2	-2
CCN(CC)S(=O)(=O)c1ccc(Oc2ccccc2)cc1	0	10	-2	0	6	3	-7	0	0
Cc1ccc(S(=O)(=O)N/N=C2/CC(=O)CC(C)(C)C2)cc1[N+](=O)[O-]	0	17	7	10	5	-4	4	-7	3
Cc1ccc(N2CC(C(=O)Nc3nnc(SCCN4CCOCC4)s3)CC2=O)cc1C (centres undefined)	3	-6	0	6	-7	-3	1	3	10
CCn1c(=NC(=O)CSC(C)=O)sc2cc(OC)ccc21	0	-5	4	1	-3	-1	4	-2	-6
COc1ccc(/C=N/NC(=O)c2ccc(Cn3cc([N+](=O)[O-])cn3)o2)c(OC)c1C	2	-12	-2	4	-2	0	-1	2	0
COc1ccc2oc(C(=O)NCC(c3ccco3)N(C)C)c(C)c2c1 (centres undefined)	1	4	1	5	1	-2	-1	-4	2

Random excerpt: 2 entries already listed, in no set order.
SMILES	LYPLA1 inh	GSTO1 inh	PAD4 FP inh	pPAFAH FP inh	PAFAH1B2 FP inh	PAFAH2 FP inh	Fam108B inh	PME-1 primary	PAFAH1B3 FP inh
S=c1[nH]nc(-c2ccco2)n1-c1ccc(Cl)cc1	-1	4	2	2	12	0	-1	-2	4
CC1=C(C(N)=O)C(c2ccc3c(c2)OCO3)n2nc(-c3cccc(C)c3)nc2N1 (centres undefined)	1	3	1	1	2	5	-6	-2	2
